Bioassay records as filed in PubChem.
LMPTP block – LMPTP (human) inhibition; P24666; recombinant LMPTP-A, OMFP fluorogenic substrate, fluorescence intensity; inhibition, % at 20 µM; 0.22% of 360,000 active; AID 651560;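 active = compounds that cut the enzyme signal by at least half of the control window in the single-dose screen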;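 also: plate controls were DMSO wells with enzyme plus substrate for no effect and substrate without enzyme for full effect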
Target sequence (P24666 whole entry, looked up): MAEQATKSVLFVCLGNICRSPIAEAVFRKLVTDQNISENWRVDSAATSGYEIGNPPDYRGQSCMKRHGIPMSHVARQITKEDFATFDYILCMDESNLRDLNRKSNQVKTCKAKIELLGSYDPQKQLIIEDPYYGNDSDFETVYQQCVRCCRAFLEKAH
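Assay system: LMPTP-A enzyme. Input: 0.625 nM LMPTP-A final. Probe or stimulus: 400 µM OMFP. Compound dosing: single 20 µM dose. Schedule: 50 min dark incubation at room temperature. Detection: fluorescence intensity of OMFP turnover product. Read-out: percent inhibition versus substrate-only and uninhibited controls. Benchmarks: no-enzyme low control, uninhibited high control.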
NadD inh – NadD (S. aureus) enzyme inhibition. 0.78% of 360,000 active. inhibition, % at 20 µM. purified NadD enzyme, colorimetric absorbance read-out. AID 602399; in the data active = inhibition above about 26%; also: some compounds past the cut are filed as inactive
TbMetRS inhib – blocks T. brucei methionyl-tRNA synthetase activity; purified T. brucei MetRS, ATP depletion, Kinase-Glo luminescence; inhibition, % at 11.9 µM; 0.4% of 360,000 active;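 active = inhibition above a per-plate cutoff of the control wells' mean inhibition plus 3 SD, cut at about 5.5% in these data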;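 also: 0% = DMSO wells median and 100% = median of wells with control inhibitor compound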
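Material: parasite MetRS enzyme / Replication: singlicate, one well per compound / Signal: luminescence of leftover ATP / Schedule: 2 h aminoacylation at 25 °C after 15 min preincubation / Medium: HEPES-MgCl2-KCl buffer plus DTT, spermine, BSA, pyrophosphatase / Doses: 11.9 µM single point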
SUMO1 PPI mod – alters human SUMO1 binding to SIM partners | 0.33% of 360,000 active | SUMO1 binding to a labelled peptide, TR-FRET, 1 h | AID 602429 | inhibition, % at 20 µM | P63165; in the data active = inhibition above about 37%
STEP inh – STEP (human) phosphatase inhibition | P54829 | 0.25% of 360,000 active | recombinant STEP, OMFP fluorogenic substrate, fluorescence | AID 588621 | inhibition, % at 20 µM;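 active = inhibition at 20 µM, scaled per plate between control wells, above about 37%, limit read from the data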;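 also: 0% = DMSO with enzyme and substrate and 100% = substrate only without enzyme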
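Also added – OMFP at 25 µM · Test system – STEP tyrosine phosphatase · Technique – FITC-channel fluorescence of OMFP product · Schedule – 20 min at room temperature, dark · Evaluation – control-normalized % inhibition with plate pattern correction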
CendR NRP1 mod – NRP-1/CendR interaction modulation | FAM-RPARPAR peptide binding to NRP-1, fluorescence polarization | 0.85% of 360,000 active | inhibition, % at 25 µM;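 active = inhibition or corrected inhibition above about 18%, plus a signal ratio from 0.5 to 1.5, limit read from the data, passing the limit was not always enough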; also: strong numbers were not always called active
SKN-1 block – blocks SKN-1 activity in C. elegans. C. elegans VP596 Pgst-4::GFP/RFP ratio, acrylamide-induced, 24 h. inhibition, % at 21.8 µM. 0.49% of 360,000 active;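 active = interference check ratio from 0.5 to 1.5 plus GFP to RFP signal ratio inhibition reaching or exceeding a fixed threshold, cut at about 30% in these data, passing the limit was not always enough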; also: some compounds called inactive have numbers as strong as hits
Neddylation inh – blocks human cullin neddylation; calls only at 25 µM; 0.58% of 360,000 active; TR-FRET cullin neddylation, biochemical; P61081+Q13564; AID 651699; in the data active = inhibition above about 36%
Target sequence (P61081 whole entry, looked up): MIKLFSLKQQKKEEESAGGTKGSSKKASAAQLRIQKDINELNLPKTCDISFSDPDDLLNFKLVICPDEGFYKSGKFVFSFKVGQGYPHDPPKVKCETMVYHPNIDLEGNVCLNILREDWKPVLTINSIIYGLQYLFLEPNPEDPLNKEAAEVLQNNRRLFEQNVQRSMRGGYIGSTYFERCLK
Target sequence (Q13564 whole entry, looked up): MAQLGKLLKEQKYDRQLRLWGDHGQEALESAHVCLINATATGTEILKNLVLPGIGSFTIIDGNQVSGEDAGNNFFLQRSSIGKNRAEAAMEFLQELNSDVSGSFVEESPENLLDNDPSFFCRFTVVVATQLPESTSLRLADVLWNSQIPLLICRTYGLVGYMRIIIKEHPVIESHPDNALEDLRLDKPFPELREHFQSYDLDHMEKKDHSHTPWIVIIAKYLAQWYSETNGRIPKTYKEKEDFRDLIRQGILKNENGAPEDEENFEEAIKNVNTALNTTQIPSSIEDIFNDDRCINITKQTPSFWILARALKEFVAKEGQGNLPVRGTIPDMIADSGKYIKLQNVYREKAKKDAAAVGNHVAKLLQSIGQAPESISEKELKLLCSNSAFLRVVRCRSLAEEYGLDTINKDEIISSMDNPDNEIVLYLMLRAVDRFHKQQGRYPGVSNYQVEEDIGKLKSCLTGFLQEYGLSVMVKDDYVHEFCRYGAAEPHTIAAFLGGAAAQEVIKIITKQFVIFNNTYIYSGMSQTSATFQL
DNMT1 inh – blocks human DNA methyltransferase DNMT1; inhibition (reported as % activation of signal), % at 10 µM; DNMT1 molecular beacon, Hinp1I cleavage, fluorescence; 0.83% of 360,000 active; P26358; in the data active = inhibition above about 50%
Scp1 inh – inhibitors of human Scp-1 phosphatase. inhibition, % at 20 µM. Recombinant Scp1, phosphopeptide, malachite green phosphate absorbance. Q9GZU7. 0.88% of 340,000 active. AID 493091;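 active = inhibition above about 50% at 20 µM, limit read from the data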;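 also: plate controls were DMSO wells with enzyme for no effect and wells lacking enzyme for full effect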
Target sequence (Q9GZU7 76-261 limits assumed): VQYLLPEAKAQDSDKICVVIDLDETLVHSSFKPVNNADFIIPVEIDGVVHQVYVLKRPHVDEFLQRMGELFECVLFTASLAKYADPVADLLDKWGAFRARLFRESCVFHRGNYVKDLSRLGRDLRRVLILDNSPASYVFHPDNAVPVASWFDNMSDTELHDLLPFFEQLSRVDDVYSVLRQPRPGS
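Material – SCP-1 phosphatase catalytic domain, residues 76-261 · Buffer or medium – Acidic Tris acetate buffer with magnesium and detergent · Also added – Phospho 17-mer peptide substrate · Compound – single 20 µM dose, 1% DMSO · Times – 45 min room-temperature reaction, 5 min colour, 30 min stabiliser · Technique – Phosphate-binding colour reagent, absorbance read at 630 nm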
Numbers without * were called inactive; i = inactive; nt = no result given.

SMILES	LMPTP block	NadD inh	TbMetRS inhib	SUMO1 PPI mod	STEP inh	CendR NRP1 mod	SKN-1 block	Neddylation inh	DNMT1 inh	Scp1 inh
NNC(=S)NC1CCCCC1	0.6	4	-0.7	3	-4	-17	3	i	0	-15
Cc1cc(C)c(C#N)c(SCc2cn3ccccc3n2)n1	1.1	1	-0.3	1	-2	18	-9	i	4	4
O=C(c1ccc(F)cc1)N1CCN(Cc2ccccc2Br)CC1	-0.8	0	-0.1	1	5	-7	-25	i	3	-9
O=C(NCCN1CCCC1)C1(S(=O)(=O)c2ccc(Cl)cc2)CC1	0.3	-2	-0.8	-1	-3	0	-3	i	0	-6
CCOC(=O)c1cc2c(=O)n3ccccc3nc2n(CC2CCCO2)c1=NC(=O)/C=C/c1ccccc1 (centres undefined)	-0.4	8	-0.8	-17	-4	29*	-3	nt	4	6
CCC(C(=O)O)n1cnc2scc(-c3ccc(C)c(C)c3)c2c1=O (centres undefined)	0.1	1	-0.6	3	-4	-4	16	i	1	0
COc1ccccc1C(C(=O)NC1CCCCC1)N(C(=O)c1csnn1)C1CC1 (centres undefined)	-0.3	5	-0.4	3	-2	3	11	i	-1	3
O=c1[nH]c2ccccc2nc1-c1nnnn1C1CCCC1	0.5	8	-0.2	-19	nt	-5	0	nt	nt	nt
O=C(O)c1cccc(NS(=O)(=O)c2ccc3c(c2)OCCCO3)c1	-1.5	-1	2.0	7	-2	9	2	i	0	16
Cc1nn(-c2ccccc2)c(Cl)c1/C=N/Nc1nc2ccccc2n1C	8.0	13	0.0	1	2	17	1	i	-7	0
COC(=O)c1ccc2c(c1)NC(=O)C(N1CCCC1)S2 (centres undefined)	-0.2	-5	-0.1	1	-3	-26	8	i	2	0
O=C(CN1C(=O)NC2(CCCCC2)C1=O)NNC(=O)C1CC1	-1.1	-5	-0.7	4	0	12	-9	i	-4	-1
CC(=O)N1CCN(S(=O)(=O)c2cccc(C(=O)Nc3ccccc3N3CCCC3)c2)CC1	-0.9	-1	-0.5	-1	-4	-2	13	i	-1	3
COC(=O)Cn1ncc(N2C3CC(CC(C)(C)C3)C2C)c(Cl)c1=O (centres undefined)	-1.2	-1	-1.3	-5	1	-5	-9	i	4	-3
Cc1cc(/C=N/NC(=O)c2ccoc2C)cc(C)c1O	-1.7	-3	-0.4	-7	0	0	-5	i	-1	nt
O=C(CN1C(=O)C2CCCCC2C1=O)NC1CCCc2ccccc21 (centres undefined)	0.1	1	-0.1	1	-1	-5	12	i	1	-2
CCCn1cnc2c(SCc3ccccc3F)nc(N)nc21	-1.1	2	-0.3	0	-3	14	3	i	-3	-8
CCOc1[nH]n(-c2ccc(Cl)cc2)c(=O)c1C=Nc1ccc(OC)cc1	2.7	-8	-0.4	-1	5	4	-21	i	-7	-11
COc1ccc(C)cc1NC(=O)c1ccccc1N(C)S(=O)(=O)c1ccccc1	0.2	-6	-1.1	5	1	-1	6	i	-7	-5
CCCN(CCC)S(=O)(=O)c1ccc(C(=O)Nc2ccc(S(=O)(=O)Nc3nnc(CC)s3)cc2)cc1	3.6	10	0.9	3	2	9	6	i	-6	-10
Cc1ccnc2nc(C(=O)OCC(=O)Nc3ccccc3C(C)(C)C)nn12	-1.8	2	-1.0	-4	1	4	3	i	2	-6
CCCCn1c(=O)[nH]c(=O)c2c1nc(COC(=O)c1c(C)noc1C)n2CCC	-0.8	11	0.0	-1	-2	-10	1	i	4	-7
Cc1cc(C)n(C(=O)c2ccccc2[N+](=O)[O-])n1	-2.1	-1	-1.4	-11	-4	10	5	i	2	1
Cc1ccc2c(c1)C(c1ccncc1)=NNC(c1ccccc1)=N2	-1.5	0	-1.0	2	-2	-4	2	i	0	-6
O=C(NCC1CCCO1)C1CCCN(S(=O)(=O)c2cccc(C(F)(F)F)c2)C1 (centres undefined)	-0.1	1	-0.6	5	1	10	29	i	2	-1
COc1ccc(N2CCN(C(=O)Cc3ccc(S(=O)(=O)N4CCOCC4)s3)CC2)cc1	9.9	0	-0.9	-1	0	-53	-2	i	28	81*
COc1ccc(C(=O)COC(=O)CSCc2c(C)noc2C)cc1OC	1.1	-13	0.6	6	0	2	14	i	-2	-11
CCOC(=O)c1ccc(NC(=O)CN2C(=O)C3C4C=CC(C4)C3C2=O)cc1 (centres undefined)	-0.4	3	0.0	0	0	-3	-7	i	-1	0
CCn1c(CNC(=O)c2ccccc2F)nnc1SCC(=O)NC1CCCCC1C (centres undefined)	-0.1	-1	-0.6	-2	-4	6	0	i	1	-4
O=C(c1ccc(N2CCCC2=O)cc1)N1CCN(c2ccccc2)CC1	-0.5	-5	0.5	-3	-1	-11	-10	i	-3	0
CCCCN=C(NNc1ccc(Br)cc1)C(=O)OCC	1.6	0	-0.3	-5	0	-20	0	i	-2	0
C=CCN(CC=C)c1nc2ccccc2nc1C(C#N)C(=O)OC(C)C (centres undefined)	-0.3	1	-1.4	-8	0	-31	33	nt	-17	-7
CCN(CCCNC(=O)Cn1ncc2c([nH]c3ccc(C)cc32)c1=O)Cc1ccccc1	0.1	-7	0.6	-10	-3	-2	2	i	6	-10
Nc1ccc2c(c1)Cc1c(F)cccc1-2	0.5	4	-0.1	-2	0	-4	9	i	-4	-2
OCCC1CN(Cc2ccccc2OC2CCCC2)CCN1Cc1ccsc1 (centres undefined)	-0.3	-4	-0.8	4	1	1	-11	i	5	-1
Cc1cccc(OCc2n[nH]c(=S)o2)c1	0.0	-7	0.1	4	-2	-10	4	i	4	-7
Cc1ccc(OCC(=O)Nc2ccc(C(N)=O)cc2)cc1	-2.0	-4	-0.8	-2	1	-3	19	i	0	-9
CCCNC(=O)CN1C(=O)COc2ccc(S(=O)(=O)N3CC(C)CC(C)C3)cc21 (centres undefined)	0.0	-4	1.0	4	1	5	11	i	0	-6
Fc1ccc(CSc2nnc(-c3cccs3)o2)cc1	0.9	-8	-0.7	1	-2	2	58*	i	0	-16
CCCNC(=O)c1ccc(N2CCC3(CC2)CC(c2cccc(Br)c2)=NO3)c(NC(=O)c2c(Cl)cccc2Cl)c1	2.1	20	0.1	2	-1	-8	15	i	-3	-5

Quoted at random: six entries already listed.
SMILES	LMPTP block	NadD inh	TbMetRS inhib	SUMO1 PPI mod	STEP inh	CendR NRP1 mod	SKN-1 block	Neddylation inh	DNMT1 inh	Scp1 inh
C=CCN(CC=C)c1nc2ccccc2nc1C(C#N)C(=O)OC(C)C (centres undefined)	-0.3	1	-1.4	-8	0	-31	33	nt	-17	-7
Cc1cccc(OCc2n[nH]c(=S)o2)c1	0.0	-7	0.1	4	-2	-10	4	i	4	-7
COc1ccc(N2CCN(C(=O)Cc3ccc(S(=O)(=O)N4CCOCC4)s3)CC2)cc1	9.9	0	-0.9	-1	0	-53	-2	i	28	81*
CCCCN=C(NNc1ccc(Br)cc1)C(=O)OCC	1.6	0	-0.3	-5	0	-20	0	i	-2	0
CCN(CCCNC(=O)Cn1ncc2c([nH]c3ccc(C)cc32)c1=O)Cc1ccccc1	0.1	-7	0.6	-10	-3	-2	2	i	6	-10
O=C(c1ccc(N2CCCC2=O)cc1)N1CCN(c2ccccc2)CC1	-0.5	-5	0.5	-3	-1	-11	-10	i	-3	0

Next section:
SMILES	LMPTP block	NadD inh	TbMetRS inhib	SUMO1 PPI mod	STEP inh	CendR NRP1 mod	SKN-1 block	Neddylation inh	DNMT1 inh	Scp1 inh
CCOC(=O)N1CC=C2C(C#N)=C(N)C(C#N)(C#N)[C@H](c3cccs3)C2C1 (some centres undefined)	-3.3	1	-0.3	0	1	-26	14	i	-9	-7
COc1cccc(-c2ccc3c(c2)O[C@H](CN(C)C(=O)c2ccccc2F)[C@H](C)CN([C@H](C)CO)S3(=O)=O)c1	-0.3	-4	1.1	6	2	2	-6	i	-11	nt
Cc1ccc(NC(=O)COC(=O)CCc2ccc(S(=O)(=O)N3CCOCC3)cc2)c(C)c1	-1.4	-4	0.3	1	1	10	-34	i	-1	-8
Cc1ccc(C(=O)N2CCCC2)cc1S(=O)(=O)N1CCCCC1	-0.7	-2	-0.6	0	-1	1	3	i	-1	-5
CC1CCN(c2ccc3nnc(CCC(=O)N4CCCCC4)n3n2)CC1	0.3	3	-0.6	-2	0	2	4	i	15	-2
CCn1c(SCC(=O)Nc2ccc(C)cc2)nc2nc3c(cc2c1=O)CCCC3	1.4	8	0.3	1	3	0	7	i	-6	1
O=C(NCc1ccc(Cl)cc1)c1ccc(S(=O)(=O)N2CCCCC2)cc1	-1.3	-5	-0.4	4	0	0	12	i	18	-9
CCOc1ccc(S(=O)(=O)NCCCN2CCOCC2)cc1	-4.3	3	-0.7	0	-4	-5	-6	i	2	-5
Fc1ccc2nc(-c3ccccc3)ccc2c1	-0.3	-4	-1.5	16	-1	5	28	i	2	nt
COc1ccccc1-c1noc(CCC(=O)N2CCN(c3cc(C)ccc3C)CC2)n1	0.9	-3	0.2	3	0	-6	3	i	7	4
COc1ccc(OC)c(CNC(=O)CCc2nc(-c3cccs3)no2)c1	0.0	0	-0.2	-2	3	8	17	i	2	-7
COc1ccc(C(=O)N2CCN(CC(=O)N3CCOCC3)CC2)cc1	-1.6	0	-0.2	1	-1	-14	10	i	2	-54
O=C(NC1CC1)C1CCN(C2CCN(C(=O)c3c(F)cccc3Cl)CC2)CC1	0.6	6	-0.2	-4	0	-2	18	i	1	-3
COc1ccc(CCNC(=O)c2n[nH]c3ccccc23)cc1	0.5	-5	-0.5	0	-2	11	8	i	1	-4
Cc1ccc(S(=O)(=O)N2CCOC2CNC(=O)C(=O)NCCCN2CCOCC2)cc1 (centres undefined)	-4.8	-3	-0.5	-2	2	-7	1	i	1	-2
O=C(NCCCN1CCCCC1)c1ccc2c(c1)NC(=O)C(N1CCOCC1)S2 (centres undefined)	-0.7	-2	0.0	6	2	1	8	i	-2	17
COc1ccccc1N(CC(=O)NC1CCCC1)C(=O)c1oc(C(C)(C)C)cc1C	1.1	4	-0.8	-3	1	-7	6	i	-4	-3
Cc1sc2ncn(CC(=O)NCC(=O)N(C)C3CCCCC3)c(=O)c2c1C	-0.7	-2	0.0	-1	0	-1	2	i	2	-2
O=c1ccn(Cc2ccccc2)c2ccccc12	0.8	-2	-0.3	1	2	30*	7	i	7	0
NS(=O)(=O)c1ccc(CCNS(=O)(=O)c2ccc(Cl)s2)cc1	0.0	-2	0.0	4	-1	16	5	i	2	0
Cc1cc(OCC(=O)NCc2ccccn2)cc(C)c1Br	-1.6	-2	-1.0	-2	3	8	1	i	2	-4
Cn1nccc1/C=N\NC(=O)c1ccc(Cl)cc1	-1.0	-6	-0.6	-4	-1	4	-19	i	3	-8
CCOc1cccc(=O)c2c(C)n(CC(=O)c3ccccc3)c(C)c12	9.1	48*	-0.1	4	2	-51	19	i	37	2
O=C(NCc1ccco1)c1cccc(S(=O)(=O)N2CCCCC2)c1	0.1	8	-0.6	5	-2	-2	19	i	-7	-9
